LYPLA1 inh: blocks human lysophospholipase 1, a PME1 counter-screen. recombinant LYPLA1, FP-Rh probe fluorescence polarization. inhibition, % at 5.9 µM. 0.16% of 320,000 active. O75608;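 active = inhibition above the mean of all tested compounds plus 3 SD, set per campaign, cut at about 14% in these data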;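 also: inhibitors block serine hydrolase probe labeling of LYPLA1 so polarization falls; 0% = enzyme with DMSO and 100% = wells lacking LYPLA1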
GSTO1 inh: GSTO1 inhibition, counter-screen for RBBP9 inhibitors; 1.1% of 300,000 active; inhibition, % at 5.96 µM; recombinant GSTO1, activity-based probe fluorescence polarization;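 active = inhibition above the campaign mean inhibition plus 3 SD, cut at about 35% in these data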;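 also: 0% = GSTO1-1 with DMSO and 100% = wells lacking GSTO1-1 enzyme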
PAFAH1B2 FP inh: blocks human PAF acetylhydrolase 1b catalytic subunit 2 | P68402 | recombinant PAFAH1B2, FP-rhodamine activity probe, fluorescence polarization | inhibition, % at 3.39 µM | 1.2% of 340,000 active;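 active = inhibition above the mean of all tested compounds plus 3 SD, cut at about 24% in these data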;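 also: 0% = enzyme with DMSO and 100% = wells lacking PAFAH1B2; many of its hits are not listed in these tables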
PAFAH1B3 inh: PAFAH1B3 (human) inhibition; AID 492972; recombinant PAFAH1B3, FP-rhodamine probe, fluorescence polarization; 0.28% of 340,000 active; inhibition, % at 3.39 µM;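 active = inhibition above the screen-wide average of all tested compounds plus 3 SD, cut at about 25% in these data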;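 also: 0% = enzyme with DMSO only and 100% = wells lacking PAFAH1B3 protein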
Target sequence (Q15102 whole entry, looked up): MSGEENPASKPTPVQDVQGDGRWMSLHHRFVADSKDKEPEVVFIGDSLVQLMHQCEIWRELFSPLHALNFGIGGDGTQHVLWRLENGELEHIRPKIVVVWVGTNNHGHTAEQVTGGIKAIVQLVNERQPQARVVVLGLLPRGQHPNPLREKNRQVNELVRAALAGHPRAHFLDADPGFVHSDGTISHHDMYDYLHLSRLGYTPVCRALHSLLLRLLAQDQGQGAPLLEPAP
pPAFAH FP inh: pPAFAH (human) enzyme inhibition. 1.5% of 330,000 active. Q13093. recombinant pPAFAH, FP-rhodamine probe fluorescence polarization. inhibition, % at 3.39 µM;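 active = inhibition above the mean inhibition across the screen plus 3 SD, cut at about 25% in these data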;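 also: inhibitors block binding of the rhodamine activity-based probe so polarization drops; 0% = enzyme with DMSO and 100% = wells lacking pPAFAH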
PAD4 FP inh: blocks human protein arginine deiminase 4 | recombinant PAD4, RCA probe fluorescence polarization | inhibition, % at 6.36 µM | Q9UM07 | 0.41% of 330,000 active;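 active = percent inhibition above a cutoff equal to the mean of all tested compounds plus 3 SD, cut at about 15% in these data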;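 also: 0% = PAD4 with RCA probe and DMSO and 100% = probe without PAD4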
Target sequence (Q9UM07 whole entry, looked up): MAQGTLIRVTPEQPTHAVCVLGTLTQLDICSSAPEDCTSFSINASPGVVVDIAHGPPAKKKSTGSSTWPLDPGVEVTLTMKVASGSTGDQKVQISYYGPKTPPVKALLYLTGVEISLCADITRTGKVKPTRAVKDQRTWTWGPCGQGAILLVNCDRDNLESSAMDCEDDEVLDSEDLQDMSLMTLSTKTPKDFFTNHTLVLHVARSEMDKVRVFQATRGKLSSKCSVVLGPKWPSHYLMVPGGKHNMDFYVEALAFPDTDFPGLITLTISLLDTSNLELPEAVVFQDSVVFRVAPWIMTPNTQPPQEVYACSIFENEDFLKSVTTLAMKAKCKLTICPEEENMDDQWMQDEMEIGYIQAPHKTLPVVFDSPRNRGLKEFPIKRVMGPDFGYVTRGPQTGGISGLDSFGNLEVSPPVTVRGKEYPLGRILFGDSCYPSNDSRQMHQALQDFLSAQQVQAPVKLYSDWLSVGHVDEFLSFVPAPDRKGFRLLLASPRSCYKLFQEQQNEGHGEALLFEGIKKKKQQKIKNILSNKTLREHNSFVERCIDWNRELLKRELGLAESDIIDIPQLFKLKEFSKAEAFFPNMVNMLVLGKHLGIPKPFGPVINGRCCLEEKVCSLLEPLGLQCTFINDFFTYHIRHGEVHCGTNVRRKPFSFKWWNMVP
LYPLA2 inh: counter-screen for PME1 inhibitors: inhibitors of human LYPLA2; 0.38% of 320,000 active; inhibition, % at 5.9 µM; recombinant LYPLA2, FP-Rh probe fluorescence polarization;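 active = inhibition above the screen-wide mean plus 3 SD, limit set per campaign, cut at about 26% in these data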;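 also: 0% = LYPLA2 with DMSO and 100% = wells lacking LYPLA2 enzyme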
PREPL inh: human PREPL enzyme inhibition. Q4J6C6. recombinant PREPL, fluorescence polarization activity-based probe. inhibition, % at 5.96 µM. 0.68% of 320,000 active. AID 2751; in the data active = inhibition above about 43%;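 also: 0% = enzyme with DMSO and 100% = wells lacking enzyme; many of its hits are not listed in these tables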
PAFAH2 FP inh: inhibitors of human PAFAH2; Q99487; recombinant PAFAH2, FP-rhodamine activity probe, fluorescence polarization; inhibition, % at 3.39 µM; 0.99% of 340,000 active; AID 492956;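 active = inhibition above the mean over all tested compounds plus 3 SD, cut at about 30% in these data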;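 also: inhibitors block probe labeling of enzyme so polarization drops; 0% = enzyme with DMSO and 100% = wells lacking PAFAH2 protein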
* marks the source's active call; other numbers are inactive results.

Each structure is followed by: PREPL inh | PAFAH1B3 inh | LYPLA1 inh | GSTO1 inh | PAFAH1B2 FP inh | PAD4 FP inh | pPAFAH FP inh | LYPLA2 inh | PAFAH2 FP inh
#1 CCc1ccccc1NC(=S)N(Cc1ccco1)C(C)c1cccs1 (centres undefined)
  -2 | -1 | 1 | -2 | 6 | 0 | 4 | -4 | 2
#2 CCN(CC(=O)NCc1cccs1)C(=O)c1ccc(NS(=O)(=O)c2ccc(C(C)=O)cc2)cc1
  -4 | -3 | 0 | 4 | -2 | -3 | 2 | -2 | 2
#3 O=C(O)C1CCCC2CN3CCc4c([nH]c5ccccc45)C3C(O)C21 (centres undefined)
  42 | 11 | 7 | 28 | 5 | 2 | 22 | 5 | 3
#4 CCOC(=O)Nc1sc(NS(=O)(=O)c2ccccc2)nc1C
  -8 | 1 | -1 | 1 | 0 | 1 | 6 | -2 | 0
#5 CCOCCCNC(=S)N1CCN(C(=O)C(=O)Nc2ccc(C(=O)OC)cc2)CC1
  0 | 6 | -1 | -1 | 2 | 3 | 5 | -4 | -1
#6 C(=C\c1ccco1)/C1=NN(c2ccccc2)C(c2ccco2)C1 (centres undefined)
  8 | 3 | -6 | -2 | -1 | -30 | 40* | -4 | 4
#7 Nc1cc(Nc2ccc(Br)cc2)nc(N)n1
  7 | 6 | 1 | 7 | 7 | -7 | 9 | 4 | -5
#8 COc1ccc(S(=O)(=O)N(C)CC(=O)NC2CCCC2)cc1OC
  2 | -3 | -1 | -1 | 3 | -2 | 0 | -5 | 11
#9 COc1ccc(S(=O)(=O)NCC2CCC(C(=O)NCc3ccco3)CC2)cc1 (centres undefined)
  -3 | 8 | -2 | 3 | 1 | -3 | -2 | -2 | 1
#10 CCc1ccccc1NC(=S)NCc1cccn1C
  9 | 4 | -1 | 4 | 0 | -6 | -5 | -1 | 14
#11 CCOC(=O)c1c(-c2ccc(-c3ccccc3)cc2)csc1NC(=O)CCN1CCOCC1
  39 | -2 | -2 | -8 | 0 | -4 | 11 | -1 | -1
#12 O=C(NCc1cccc(F)c1)C1CCN(C(=O)c2sccc2-n2cccc2)CC1
  -2 | 0 | -2 | 4 | 0 | 1 | 4 | 8 | -2
#13 COc1cc(SC#N)ccc1N=Cc1c(C)[nH]n(-c2ccc(Cl)cc2)c1=O
  10 | 2 | 2 | -14 | 0 | 30* | 14 | 2 | 5
#14 Cc1noc(C)c1S(=O)(=O)N1CCN(Cc2ccc3c(c2)OCO3)CC1
  4 | 3 | 2 | -1 | 4 | 1 | 4 | -5 | 0
#15 Cc1cccc(N=C2NC(=O)/C(=C/C=C/c3ccco3)S2)c1
  26 | 27* | -11 | -4 | 10 | -18 | 50* | 3 | 32*
#16 C=C(C)COc1ccc(-c2n[nH]c(C)c2-c2ccc(OC)cc2)c(O)c1
  -4 | 10 | -5 | -7 | 11 | -8 | 22 | -12 | -11
#17 CC(C)OCCCNC(=O)C1CCC(CNS(=O)(=O)c2cccc3nsnc23)CC1 (centres undefined)
  2 | 6 | 0 | -4 | 3 | 1 | 4 | 4 | 4
#18 COc1ccc(N2CCN(S(=O)(=O)CCNC(=O)C3CC(=O)N(c4ccccc4)C3)CC2)cc1 (centres undefined)
  -1 | 6 | 5 | -3 | 1 | 1 | 7 | -2 | 5
#19 COc1ccc(S(=O)(=O)Nc2ccc3c(c2)n(C)c(=O)n3C)cc1
  3 | 5 | 1 | -3 | -3 | -6 | -10 | -13 | -3
#20 O=C(c1cccc(S(=O)(=O)N2CCCC2)c1)N1CCN(c2ncccn2)CC1
  -5 | -1 | -3 | 2 | 4 | 1 | -3 | 1 | -8
#21 Cc1ccccc1NC(=O)Cn1nnc2ccccc21
  4 | 9 | -1 | 4 | 0 | -6 | -3 | -2 | 1
#22 CCc1ccc(NC(=O)C2C3/C=C\CCCCC32)cc1 (centres undefined)
  3 | -2 | 2 | -3 | 4 | 1 | 5 | 8 | -3
#23 CCN1CCN(C(=O)C(C)Nc2cc(Cl)c(OC)cc2OC)CC1 (centres undefined)
  0 | 7 | 1 | 17 | 2 | -8 | 3 | -6 | -3
#24 Cc1c(C(=O)NCc2ccc3c(c2)OCO3)oc2ccc(Br)cc12
  13 | 0 | -4 | -2 | -5 | 3 | -2 | -4 | -2
#25 Cc1cc(C)n(-c2nc3c(c(=O)[nH]c(=O)n3C)n2CC(O)COc2ccccc2C)n1 (centres undefined)
  -24 | 2 | -3 | 0 | 5 | 0 | 2 | -1 | 6
#26 CCCC(=O)NC(Nc1ccc(S(=O)(=O)Nc2cc(C)on2)cc1)(C(F)(F)F)C(F)(F)F
  15 | 3 | 3 | -3 | 7 | -3 | 0 | 0 | 6
#27 CCOC(=O)C1CCN(C(=O)CSc2ccccc2Cl)CC1
  -1 | 10 | 0 | -10 | 4 | -3 | 4 | 0 | 11
#28 O=C(NC1CCCC1)C(=O)N(Cc1cccnc1)C(C(=O)NCC1CCCO1)c1ccco1 (centres undefined)
  0 | 3 | 0 | 13 | -2 | -4 | -1 | 7 | -2
#29 CCOC(=O)N1CCN(C(=O)CSCC(=O)Nc2nc(-c3ccccc3)cs2)CC1
  4 | -5 | 0 | -3 | 0 | -2 | 8 | 4 | -1
#30 O=C(CSc1nccc(-c2cccs2)n1)Nc1ccccc1
  -8 | 9 | -4 | 1 | 6 | 1 | 8 | 0 | 6
#31 Cc1c(C(c2cccc(O)c2)c2c(C)n(C)n(-c3ccccc3)c2=O)c(=O)n(-c2ccccc2)n1C
  1 | 4 | -3 | 0 | -2 | 1 | 1 | 0 | -8
#32 Cc1ccc(C(=O)O)cc1-n1c(=O)n(Cc2ccccc2)c(=O)c2[nH]cnc21
  10 | 0 | 0 | -3 | 3 | -9 | 4 | 0 | -11
#33 CCCCOC(=O)Nc1ccc(S(=O)(=O)Nc2cc(C)nc(C)n2)cc1
  0 | 8 | -2 | -6 | -4 | 0 | 3 | -4 | 4
#34 Cc1nn(Cc2ccc(F)cc2)c(C)c1NC(=O)c1cnn2c1NC(c1ccccc1)CC2C(F)(F)F (centres undefined)
  15 | -1 | -4 | -5 | -1 | 0 | 3 | -6 | 1
#35 NC(=O)c1ccsc1NC(=O)c1ccco1
  5 | 3 | 0 | 9 | 0 | 2 | 4 | -7 | -4
#36 COc1cc(Br)cc(C2C3=C(CCCC3=O)N(c3ccc(F)cc3)C3=C2C(=O)CCC3)c1O
  17 | 3 | 1 | 4 | 2 | -4 | -1 | -9 | 5
#37 CCC1COCCS(=O)(=O)N1Cc1ccc(C)cc1 (centres undefined)
  20 | -4 | 1 | 4 | 5 | 5 | 0 | 3 | -7
#38 COCCCNC(=O)c1ccc(S(=O)(=O)c2ccc(C)cc2)c(NC(C)=O)c1
  4 | 2 | -1 | 6 | 8 | -5 | 2 | 0 | 2
#39 O=C(CN1C2=NCCN2c2ccccc21)c1ccco1
  16 | 4 | -1 | 4 | 3 | 1 | 3 | -4 | 2
#40 N/C(=N\OC(=O)COc1ccc(Cl)cc1Br)c1cccnc1
  -4 | 6 | 7 | 3 | 7 | 2 | 0 | 12 | -3
#41 Oc1ccc(/C=N/Nc2nn3cnnc3c3ccccc23)cc1
  20 | 15 | -7 | -15 | 8 | 2 | 10 | 3 | 7
#42 O=C(Nc1cc(Cl)ccc1N1CCOCC1)c1ccc(N2CCCCC2)c([N+](=O)[O-])c1
  -4 | 3 | 2 | 7 | -3 | 0 | 2 | 0 | 1
#43 O=C(O)c1cc(-c2ccccc2Cl)n[nH]1
  11 | 7 | -1 | -4 | 4 | 2 | -1 | 3 | 10
#44 O=C(CCS(=O)(=O)c1ccccc1)Nc1ccc(-c2nc3ccccc3s2)cc1
  -6 | -12 | -2 | -6 | -8 | -5 | 0 | -12 | -6
#45 COc1ccc(N2CCN(C(=N)/C(C(C)=O)=C(\C)O)CC2)cc1
  4 | -4 | 2 | -3 | 2 | -2 | 1 | 8 | -5
#46 COn1c(SCC(=O)N(C)C)nc2ccccc2c1=O
  -1 | -1 | -2 | 3 | 2 | 3 | 1 | -2 | 2
#47 O=C(Cn1cnc2nc3n(c2c1=O)CCC3)NCc1ccccc1
  -2 | 8 | 0 | 3 | 3 | -2 | 3 | 1 | -2
#48 Cc1ccccc1NC(=O)c1ccc(S(=O)(=O)N2CCCC2)cc1
  -2 | 21 | -6 | -3 | -2 | 1 | 6 | -2 | -5
#49 Cc1ccccc1N(C(=O)CS(=O)CC(=O)Nc1ccc(F)cc1)C(C)C(=O)NC(C)(C)C (centres undefined)
  10 | 6 | 0 | 2 | -5 | 5 | -1 | 1 | 11
#50 Nc1nnc(SCCOc2ccccc2)s1
  17 | 3 | 1 | 3 | -2 | -5 | 3 | -4 | -1
#51 O=C(CN1CCCCCC1=O)N1CCN(S(=O)(=O)c2cccs2)CC1
  -8 | 7 | -4 | -6 | 2 | -1 | -3 | -7 | 6
#52 Cc1cccc(NC(=O)C2(c3cccs3)CCOCC2)n1
  17 | 4 | 7 | -2 | 5 | 2 | -4 | 6 | 8
#53 Cc1ccc(NC(=O)CCn2nc(C)cc2C)c(C)c1
  -8 | 5 | 2 | 18 | 5 | 0 | -1 | 2 | -1
#54 CCOC(=O)c1c(NC(=O)C2C3CCC(O3)C2C(=O)O)sc(C)c1-c1ccc(C)cc1 (centres undefined)
  2 | 1 | 4 | 2 | 6 | -6 | 11 | 5 | 15

Arranged by length of the SMILES (largest number first): ten of the compounds above.
Each structure is followed by: PREPL inh | PAFAH1B3 inh | LYPLA1 inh | GSTO1 inh | PAFAH1B2 FP inh | PAD4 FP inh | pPAFAH FP inh | LYPLA2 inh | PAFAH2 FP inh
#49 Cc1ccccc1N(C(=O)CS(=O)CC(=O)Nc1ccc(F)cc1)C(C)C(=O)NC(C)(C)C (centres undefined)
  10 | 6 | 0 | 2 | -5 | 5 | -1 | 1 | 11
#42 O=C(Nc1cc(Cl)ccc1N1CCOCC1)c1ccc(N2CCCCC2)c([N+](=O)[O-])c1
  -4 | 3 | 2 | 7 | -3 | 0 | 2 | 0 | 1
#44 O=C(CCS(=O)(=O)c1ccccc1)Nc1ccc(-c2nc3ccccc3s2)cc1
  -6 | -12 | -2 | -6 | -8 | -5 | 0 | -12 | -6
#51 O=C(CN1CCCCCC1=O)N1CCN(S(=O)(=O)c2cccs2)CC1
  -8 | 7 | -4 | -6 | 2 | -1 | -3 | -7 | 6
#48 Cc1ccccc1NC(=O)c1ccc(S(=O)(=O)N2CCCC2)cc1
  -2 | 21 | -6 | -3 | -2 | 1 | 6 | -2 | -5
#47 O=C(Cn1cnc2nc3n(c2c1=O)CCC3)NCc1ccccc1
  -2 | 8 | 0 | 3 | 3 | -2 | 3 | 1 | -2
#52 Cc1cccc(NC(=O)C2(c3cccs3)CCOCC2)n1
  17 | 4 | 7 | -2 | 5 | 2 | -4 | 6 | 8
#53 Cc1ccc(NC(=O)CCn2nc(C)cc2C)c(C)c1
  -8 | 5 | 2 | 18 | 5 | 0 | -1 | 2 | -1
#43 O=C(O)c1cc(-c2ccccc2Cl)n[nH]1
  11 | 7 | -1 | -4 | 4 | 2 | -1 | 3 | 10
#50 Nc1nnc(SCCOc2ccccc2)s1
  17 | 3 | 1 | 3 | -2 | -5 | 3 | -4 | -1

Assay outcomes as filed in PubChem BioAssay.

This is a subset; the hit share may differ from the screen's.
